# Compound activity: PubChem BioAssay, several laboratories
# West Nile virus CPE = West Nile virus antiviral activity, cell-based, CPE readout (AID 1621). 0.02% of 290,000 active. West Nile virus-infected cells, CPE inhibition; higher % means a stronger effect. CPE inhibition, % at 10 µM, or IC50 in µM where a hit was titrated; in the data active = a potency from the dose series; inconclusive = CPE inhibition mostly from about 3.7% at the one dose, without a potency; inactive = the rest, 99 in 100 with CPE inhibition below about 2.2%; note: strong numbers were not always called active
# Salmonella PhoP GFP = inhibitors of PhoP regulon expression, primary screen, Salmonella Typhimurium, GFP reporter (AID 1863) | S. Typhimurium PhoP-regulated promoter GFP reporter, 4 h; higher % means a stronger effect | inhibition, % at 50 µM, or IC50 in µM where a hit was titrated | 0.16% of 300,000 active;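 active = inhibition over 29.93%, a cutoff 3 SD above the screen mean, later confirmed by dose response; inconclusive = inhibition over 29.93% but no dose response follow-up; inactive = inhibition at most 29.93% or unconfirmed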;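 note: 0% = low Mg2+ inducing control and 100% = high Mg2+ repressing control; strong numbers were not always called active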
# SIAH1 antagonists = Siah-1 peptide-binding antagonists, primary screen, biochemical, fluorescence polarization, rhodamine-plectin, uHTS (AID 1817); Siah-1 / rhodamine-plectin peptide fluorescence polarization; higher % means a stronger effect; displacement, % at 20 µM; hits with a dose series show IC50 in µM; 0.02% of 290,000 active;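 active = displacement of at least 50% at 20 µM, with a fluorescence ratio check between 0.3 and a set limit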;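 note: plate controls were Siah plus tracer with DMSO for no effect and tracer alone without Siah for full effect; strong numbers were not always called active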
# Numbers without * were called inactive; ? = inconclusive. The list is partial; the hit share may differ from the screen's.
# The line under a structure holds: Salmonella PhoP GFP | SIAH1 antagonists | West Nile virus CPE
NS(=O)(=O)OCc1ccc(C(F)(F)F)cc1
  4% | 6% | 0.4%
Cc1nnc(NC(=O)CSc2n[nH]c(-c3ccccc3C)n2)s1
  -2% | 1% | 0.3%
O=C(CN(C(=O)CCC(=O)Nc1nccs1)c1ccc(F)cc1)NCc1ccccc1
  -2% | 3% | -0.8%
Cn1ncc(Cl)c1C(=O)N1CCC(Cc2ccccc2)CC1
  2% | -6% | -0.6%
Cc1cc(C)cc(NC(=O)CCCCCN2C(=O)[C@@H]3Cc4ccccc4CN3C2=O)c1
  2% | 10% | -1.0%
CCOc1ccc(N(CC(=O)Nc2ccc(C)c(C)c2)S(C)(=O)=O)cc1
  3% | 0% | -1.2%
O=C(CN1CCN(S(=O)(=O)c2cc(Cl)ccc2Cl)CC1)c1ccc(O)c(O)c1
  6% | -11% | ?
CCN(CC)CCCNC(=O)C1CCC(CNS(=O)(=O)c2c(C)cc(C)cc2C)CC1 (stereo not given)
  8% | -4% | 1.0%
CSc1nsc(SCC(=O)Nc2ccc(C(=O)O)cc2)n1
  -2% | 2% | 0.0%
O=C(O)c1ccc2c(c1)-c1cc(C(=O)O)ccc1S2(=O)=O
  3% | -2% | 0.9%
CCOC(=O)C1(CCOc2ccccc2)CCN(Cc2cccc(F)c2)CC1
  14% | 0% | -1.9%
O=C(c1ccco1)N1CCN(C(=S)Nc2ccc(Br)cc2Cl)CC1
  -1% | 0% | 0.7%
CC1=C(C(=O)OCc2ccccc2)C(c2ccc3ccccc3c2)NC(=O)N1CCCC(=O)O (stereo not given)
  1% | 5% | 0.1%
COc1ccc(C(=O)N2CCN(c3ccc(NC(=O)c4cccnc4)cc3)CC2)cc1
  6% | 0% | 0.1%
CCCCC[C@H](O)/C=C/[C@H]1CCC(=O)[C@@H]1CCCCCCC(=O)N1CCCCC1CO (stereo not given in full)
  -4% | 3% | -1.3%
Cc1sc2ncnc(SCC(=O)N3CCCCC3)c2c1C
  1% | -5% | -0.8%
O=C(CS(=O)(=O)Nc1ccc(F)cc1Cl)Nc1ccc(F)cc1Cl
  13% | -2% | -0.2%
Cc1ccc(/C=N/NC(=O)c2nnn(-c3nonc3N)c2-c2cccs2)cc1
  7% | 3% | -0.1%
CN1CCN(c2nc(-c3ccccc3O)nc3ccccc23)CC1
  -6% | -4% | -1.6%
CC(=O)Nc1ccc(CN2CCC(n3nccc3NC(=O)CCc3ccccc3)CC2)cc1
  -6% | -4% | -0.1%
CCN(C(=O)CN1C(=O)S/C(=C\c2cccc(OC)c2)C1=O)C1CCS(=O)(=O)C1 (stereo not given)
  12% | -3% | -1.1%
Cc1ccc([N+](=O)[O-])c(NC(=O)COC(=O)C2CC3CCCC(C2)C3=O)c1C (stereo not given)
  -4% | 5% | 0.1%
CC(CC(=O)NNC(=O)c1cccc(Cl)c1)c1ccccc1 (stereo not given)
  -8% | -3% | -0.5%
CCCN1CCC2(CC1)NC(C(=O)O)Cc1c2[nH]c2ccccc12 (stereo not given)
  7% | -6% | -0.5%
CC(=O)c1c(C)[nH]c(C(=O)NCCc2c[nH]c3ccccc23)c1C
  16% | 1% | -0.1%
COc1ccc(OC)c(CNC(=O)Cn2nc(C)c3c(C)n(-c4ccc(C)cc4)nc3c2=O)c1
  -4% | 1% | 0.0%
Cc1cnc(CN(C)C(=O)C2CCC(=O)N(CCc3ccccc3)C2)[nH]1 (stereo not given)
  -4% | 8% | 0.2%
CCC1(CC)NC(=O)N(CC(=O)OC(C)C(=O)Nc2cc([N+](=O)[O-])ccc2OC)C1=O (stereo not given)
  -1% | -6% | 0.3%
CCc1ccc(C(=O)N2CCN(c3ccc(NC(=O)c4ccco4)cc3)CC2)cc1
  -3% | 4% | -0.1%
CCn1cc(C(=O)NCCCOC)c(=O)c2cc(S(=O)(=O)N3CCCC3)ccc21
  -8% | 2% | 0.2%

# (next part)
# The line under a structure holds: Salmonella PhoP GFP | SIAH1 antagonists | West Nile virus CPE
CCOc1ccc(NC(=O)CSc2nc3ccccc3c(=O)n2CCCC(=O)NCC2CCCO2)cc1 (stereo not given)
  2% | 0% | 0.0%
Cc1ccc(S(=O)(=O)CCC(O)c2ccc(Cl)cc2)cc1 (stereo not given)
  23% | 0% | 0.3%
COc1cccc(/C=N/n2c(C3CCCCC3)n[nH]c2=S)c1
  5% | 8% | 0.4%
COc1ccc(CNC(=O)C2CCCN(S(=O)(=O)c3ccccc3)C2)cc1 (stereo not given)
  -3% | 3% | -0.1%
Fc1ccc(-c2csc3ncnc(N4CCN(Cc5ccccc5)CC4)c23)cc1
  8% | 10% | -0.6%
CCOC(=O)c1c(C)[nH]c(C)c1S(=O)(=O)NC(CC)CN1CCOCC1 (stereo not given)
  4% | -4% | -0.2%
COc1ccccc1C(=O)C1CCCN(C(=O)c2ccc(C(C)=O)s2)C1 (stereo not given)
  -5% | 8% | -0.4%
Cc1cc(OC(C)C(=O)NCc2ccncc2)c2c(C)c(C)c(=O)oc2c1 (stereo not given)
  -2% | 0% | 0.6%
O=C(NCc1ccncc1)C1CCCN(S(=O)(=O)c2ccc(Br)cc2)C1 (stereo not given)
  5% | 1% | -0.1%
CCN(C(=O)N1CCOCC1)c1ccccc1
  -3% | 3% | -1.0%
O=C(NC(=S)Nc1ccccc1N1CCCC1)c1ccccc1Br
  2% | -1% | -0.8%
Cc1ccc(NC(=O)NCCCN2CCCC2=O)cc1Cl
  -6% | 8% | 0.3%
N#Cc1cccc(NC(=O)CC2CCCC2)c1
  12% | -6% | 0.0%
Cc1cc2c(cc1S(=O)(=O)N1CCN(c3ccccc3F)CC1)OCC(=O)N2
  -3% | 9% | -1.0%
COc1cc(CN2CCC(n3nccc3NC(=O)CCCc3ccccc3)CC2)ccc1O
  -6% | -3% | -0.4%
Cc1ccc(C(=O)NCCc2nnc3ccc(SCC(=O)NCc4ccc(F)cc4)nn23)cc1
  8% | 2% | -0.8%
Cc1c(NC(=O)Nc2cccc(Cl)c2Cl)c(=O)n(-c2ccccc2)n1C
  -4% | 13% | -0.9%
O=C(OCC(=O)N1CCc2ccccc21)c1ccccc1F
  9% | 6% | -0.4%
CCc1ccc(OCCSc2nc3ccccc3n2CC(=O)O)cc1
  4% | -6% | -0.7%
Oc1ccc(-c2cc(-c3ccc(O)cc3)nc(-c3ccccc3)n2)cc1
  0% | 3% | ?
CCC1CCCCN1CCCNC(=O)c1ccc2nc(N3CCC(C)CC3)sc2c1 (stereo not given)
  0% | 3% | 3.2%
CN(CC(=O)Nc1ccc(S(N)(=O)=O)cc1)C1CCCCC1
  -9% | 1% | -0.1%
CC(C)(C)c1cc(C(=O)NCCCn2ccnc2)cc(C(C)(C)C)c1
  5% | -8% | -0.8%
CCOCCCNC(=O)c1cc(-c2cccnc2)nc2ccc(S(=O)(=O)N3CCC(C)CC3)cc12
  5% | -6% | 0.3%
COc1cccc(C(=O)OCC(=O)NC(C)CCc2ccccc2)c1O (stereo not given)
  -6% | 2% | 0.5%
CN(C)S(=O)(=O)c1ccc(C(=O)Nc2nnc(SCC(=O)NCC3CCCO3)s2)cc1 (stereo not given)
  -5% | 3% | 1.1%
COC(=O)c1ccsc1NS(=O)(=O)c1ccccc1
  -2% | -3% | 1.2%
O=C(C1CC(=O)N(c2ccc(Cl)cc2)C1)N1CCN(Cc2ccc3c(c2)OCO3)CC1 (stereo not given)
  -2% | 2% | -1.9%
COc1ccc(-c2nc(CN3CCC(C(=O)N4CCOCC4)CC3)c(C)o2)c(OC)c1
  -2% | 0% | 0.0%
CCc1nc2nc(C)c(NS(=O)(=O)c3ccc(Cl)s3)c(=O)n2[nH]1
  -1% | 6% | -0.1%

# An excerpt from above in order of SMILES length, smallest number first:
# The line under a structure holds: Salmonella PhoP GFP | SIAH1 antagonists | West Nile virus CPE
Cc1ccc(NC(=O)NCCCN2CCCC2=O)cc1Cl
  -6% | 8% | 0.3%
COc1cc(CN2CCC(n3nccc3NC(=O)CCCc3ccccc3)CC2)ccc1O
  -6% | -3% | -0.4%
CN(C)S(=O)(=O)c1ccc(C(=O)Nc2nnc(SCC(=O)NCC3CCCO3)s2)cc1 (stereo not given)
  -5% | 3% | 1.1%

# New compounds follow:
# The line under a structure holds: Salmonella PhoP GFP | SIAH1 antagonists | West Nile virus CPE
OC(CNCc1ccncc1)c1ccccc1 (stereo not given)
  3% | 1% | -0.2%
CCCCC(NC(=O)COc1cc2c(c3oc(=O)cc(C)c13)CCC(C)(C)O2)C(=O)O (stereo not given)
  2% | 2% | 1.7%
Cc1ccc(C(=O)NCCNS(=O)(=O)c2ccccc2[N+](=O)[O-])cc1
  4% | -1% | -0.8%
CC(=O)Oc1ccccc1C(=O)Nc1ccccc1C(=O)N1CCCC1
  -4% | 1% | -0.2%
COc1ccccc1OCc1ccc(C(=O)Nc2cc(OC)c(OC)c(OC)c2)o1
  0% | -3% | -0.8%
COc1ccc(C(=O)NC2CCN(S(=O)(=O)c3ccccc3F)CC2)cc1
  -1% | -6% | -1.1%
COc1ccc2cc3cc(C(=O)N(C)C4CCCCC4)oc3nc2c1
  0% | 3% | 2.0%
N=c1oc2ccccc2cc1C(=O)Nc1ccccc1
  2% | 1% | -0.7%
O=C(NCCc1cccc(Cl)c1)c1ccc2c(c1)OCO2
  -4% | -4% | -0.2%
O=C(Nc1nc2cc3c(cc2s1)OCO3)C1CCCCC1
  -5% | -2% | 0.4%
COc1ccccc1OCC(=O)Nc1cc(C)ccc1NC(=O)c1ccco1
  3% | -4% | -0.2%
CCOn1c(=O)c(-c2ccc(C)cc2)[n+]([O-])c2ccccc21
  -10% | -2% | -0.4%
O=C(NNC(=O)C1CC(=O)N(Cc2ccccc2)C1)c1ccc(Br)cc1 (stereo not given)
  3% | 4% | -0.4%
CCCn1c2ccc(F)cc2c2nnc(SCCN3CCOCC3)nc21
  -6% | -2% | 0.1%
C#Cc1ccc(CN2CCN(CCc3ccccc3)C(CCO)C2)cc1 (stereo not given)
  3% | 0% | -1.4%
Cc1cc(NS(=O)(=O)c2ccc(NC(=O)COc3ccc(Br)cc3)cc2)nc(C)n1
  0% | 7% | 0.1%
CC(=O)Cn1ncc(N(C)Cc2ccccc2)c(Cl)c1=O
  2% | 13% | -0.3%
Cn1nc(C(=O)NCCCN2CCCCC2)c2c1-c1ccccc1S(=O)(=O)C2
  -2% | 4% | -0.1%
O=C(OCCN1CCCCC1)c1ccccc1Br
  15% | 0% | -0.1%
CCC(C)c1ccc(S(=O)(=O)N2CCN3CCCC3C2)cc1 (stereo not given)
  3% | 3% | -1.4%
CCCC(CCC)c1nnc(NC(=O)c2ccco2)s1
  -4% | -4% | -0.8%
CCN(c1ccc(Cl)cc1)S(=O)(=O)c1nnc(NC(=O)C(C)C)s1
  13% | -2% | -0.3%
O=S(=O)(NCc1ccccn1)c1ccccn1
  7% | 12% | 0.3%
CCN(CC)c1ccc(/C=N/NC(=O)C2CC2)cc1
  3% | -4% | 0.4%
O=C(O)/C(=C/c1ccco1)NC(=O)c1ccc(Br)o1
  2% | 0% | -0.4%
Cc1cccc(NC(=O)CSCC(=O)Nc2cc(Cl)ccc2N2CCN(C)CC2)c1
  -2% | 9% | 1.2%
Cc1cc(S(=O)(=O)N2CCC3(CC2)OCCO3)c(C)cc1Cl
  -4% | 8% | -1.0%
COc1cc(/C=C2\SC(=Nc3ccccc3)NC2=O)cc(Cl)c1O
  -5% | 2% | 1.4%
COc1ccc(-n2c(=O)[nH]c3cc(C(=O)NCCc4ccccc4)ccc3c2=O)cc1OC
  4% | -6% | 0.4%
COc1ccc(CN2CCN(c3ccccc3OC)CC2)cc1OC
  -4% | 13% | -0.1%

# (cont.)
# The line under a structure holds: Salmonella PhoP GFP | SIAH1 antagonists | West Nile virus CPE
CCOc1ccc(NS(=O)(=O)c2ccc(C(=O)NCCCN3CCCC3=O)cc2)cc1
  13% | 9% | 0.1%
CC(C)(C)OC(=O)N1CCC(c2c(C(=O)N3CCN(C4CCCCC4)CC3)cnn2-c2ccc(F)cc2)CC1
  3% | -3% | -0.6%
COc1ccccc1OCC(=O)NNC(=O)c1ccc2c(=O)n3c(nc2c1)CCC3
  2% | -4% | 0.5%
COc1cc(-c2noc(C)c2C#CCO)cc(OC)c1OC
  2% | 3% | -0.4%
Cc1ccc(C)c(OCC(=O)Nc2ccccc2C(=O)N2CCN(C)CC2)c1
  -9% | 8% | -0.3%
Cc1nc(C)c(-c2csc(Nc3ncccc3C)n2)s1
  -7% | 6% | 0.7%
COc1ccc(NC(=O)CSCc2cc(=O)n3ccsc3n2)cc1
  -1% | 11% | 0.0%
O=C(NNc1ncnc2c1cnn2-c1cccc(Cl)c1)c1ccco1
  -10% | -1% | 0.1%
Nc1ccc(C(=O)NCCCSc2ccccc2)cc1[N+](=O)[O-]
  -2% | 2% | -0.8%

# One compound at a time, from the list above.
# CC(=O)Nc1ccc(CN2CCC(n3nccc3NC(=O)CCc3ccccc3)CC2)cc1 is listed as Salmonella PhoP GFP: -6%; SIAH1 antagonists: -4%; West Nile virus CPE: -0.1%
# O=S(=O)(NCc1ccccn1)c1ccccn1 is listed as Salmonella PhoP GFP: 7%; SIAH1 antagonists: 12%; West Nile virus CPE: 0.3%
